Compound activity from PubChem BioAssay.
aSyn tox rescue: inhibitors of alpha-synuclein toxicity in yeast; S. cerevisiae alpha-synuclein toxicity rescue, BacTiter-Glo growth, 24 h; AID 1347070; 94,000 compounds, 0.02% hits; Potency, µM (titrated, usually from 46.1 µM), inactives show at the highest dose growth rescue (activation), usual class: activators; active = well fitted activation curve with a large enough effect; inconclusive = small, poorly fitted or top-dose-only effect; note: 0% is about no effect
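Growth restoration measured by BacTiter-Glo luminescence after 24 hr at 30 deg C; alpha-synuclein yeast, raffinose-pregrown to mid-log, were added at OD600=0.02 in galactose medium onto pinned compounds.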
* marks the source's active call; other numbers are inactive results; ? = inconclusive; & = joins results of further samples; [ ] = dose if it differs, or a comment. Potency is the fitted concentration of half-maximal effect.

SMILES	aSyn tox rescue
Cc1cccc(OCCSc2nc3ccc(NC(=O)COc4ccccc4)cc3s2)c1	-12%
COc1ccc(NC(=O)Nc2cccc(OCc3cc(=O)n4cccc(C)c4n3)c2)c(OC)c1	-11%
Cc1ccc(-n2ncc3c(=O)n(Cc4cccc(Cl)c4)cnc32)cc1C	2%
CC(=O)c1ccc(S(=O)(=O)NC2CC(=O)N(c3cccc(F)c3)C2)cc1 (stereo unspecified)	12%
CCOC(=O)c1c(C)oc2ccc(N(C(=O)c3ccncc3)S(=O)(=O)c3ccc(F)cc3)cc12	5%
O=C(CCSc1ccccc1)Nc1ccc(S(=O)(=O)Nc2ncccn2)cc1	10%
COc1ccc(C(Nc2ccccn2)c2ccc3ccc(C)nc3c2O)cc1C (stereo unspecified)	11%
Nc1ncc(S(=O)(=O)NCc2ccccc2F)cn1	4%
CC1=C(C(=O)Nc2cccnc2)C(c2cccc(O)c2)n2nc(SCc3ccccc3)nc2N1 (stereo unspecified)	1%
C[C@H](CO)N1C[C@H](C)[C@H](CN(C)Cc2ccc(C(=O)O)cc2)OCc2ccccc2-c2c(n(C)c3ccccc23)C1=O	3%
CC(C)CCn1cnc2c1c(=O)n(CC(=O)NC(N)=O)c(=O)n2Cc1ccccc1	7%
Cc1cccc(CC(=O)c2c[nH]c3ccccc23)c1	1%
Cc1ccc(C(=O)COC(=O)CCC(=O)Nc2ccc(Oc3ccccc3)cc2)cc1	1%
Cc1cccc(NC(=O)CN(C)C(=O)c2ccc3ccccc3n2)c1C	6%
Cc1ccc(CSc2nnc(SCC(=O)N/N=C/c3ccccc3OCC(=O)O)s2)cc1	-6%
O=C(c1cccs1)N1C[C@@H](O)[C@H](n2cc(C3CC3)nn2)C[C@@H]1c1ccccc1	-10%
COc1ccc(Cl)cc1NC(=O)c1ccc(CN2C(=O)CCn3nc(C)cc32)cc1	10%
COc1ccc(Cc2nnc(SCC(=O)Nc3ccc(N4CCOCC4)cc3)o2)cc1	-4%
COC(=O)c1cnc(Nc2cccc(C(F)(F)F)c2)c([N+](=O)[O-])c1	-3%
COc1cccc(CNC(=O)C2CCCN(c3ncnc4onc(-c5ccc(F)cc5)c34)C2)c1 (stereo unspecified)	-8%
Cc1cccc(C(=O)NCC(=O)OCC(=O)N2CCCCC2)c1	-9%
COc1ccc(C(=O)Nc2cc3c4c(c2)C(C)C(=O)N4CCC3)c(OC)c1 (stereo unspecified)	2%
Cc1ccc(NC(=O)c2ccco2)c([N+](=O)[O-])c1	-16%
CN(C(=O)Cn1cc(C#N)c2ccccc21)c1ccccc1	-4%
COc1ccccc1C1=NNC(=NCc2ccccc2)SC1	7%
CCCCNc1nc(Oc2ccc(=O)n(C)n2)nc(N(C)C)n1	5%
CCCCN(C)C(=O)Cn1ncc2c([nH]c3ccc(C)cc32)c1=O	2%
CN(CC(=O)Nc1ccc(Cl)c(C(F)(F)F)c1)S(=O)(=O)c1cnc[nH]1	-2%
COc1ccc(O)c(C2=Nc3ccccc3N=C(c3ccccc3)C2)c1	-1%&-13%
CCOC(=O)N1CCN(S(=O)(=O)c2ccc(C(=O)NNc3nc4c(C)cccc4s3)cc2)CC1	5%
CCN(C(=O)CSc1nnc(-c2cccc(F)c2)n1N)c1c(N)n(Cc2ccccc2)c(=O)[nH]c1=O	8%
Cc1ccc(CNc2ncnc3onc(C)c23)cc1	-5%
CC(NC(=O)c1ccc(NC2=NC3CS(=O)(=O)CC3S2)cc1)c1ccccc1 (stereo unspecified)	-2%
O=C(NNC(=O)C1CCCO1)c1ccc(F)cc1 (stereo unspecified)	-1%
OCCN1CCN(C(c2ccc(Cl)cc2Cl)c2sc3nc(-c4ccco4)nn3c2O)CC1 (stereo unspecified)	6%
O=C(NC1CCCCCC1)C1CCC(CNS(=O)(=O)c2ccc(Br)s2)CC1 (stereo unspecified)	9%
O=C(c1cnc(N2CCOCC2)c2ccccc12)N1CCN(c2ccccc2F)CC1	16%
COc1ccc(CNc2nc(-c3ccc(OC)c(OC)c3)cc(C(F)(F)F)n2)cc1	19%
CN1CCN(NC(=O)Nc2cccc(Cl)c2Cl)CC1	2%
CCOC(=O)C1CCCN(C(=O)c2ccccc2NC(=O)c2nsc3ccccc23)C1 (stereo unspecified)	12%
Cc1ccc(NC(=S)N(Cc2ccc(Br)cc2)Cc2ccc(C(=O)O)cc2)cc1C	-38%[inhibitor]
NS(=O)(=O)c1ccc(CCNC(=O)CSc2nc3ccsc3c(=O)n2Cc2ccccn2)cc1	3%
CCC(Sc1nc2ccccc2c(=O)n1CCc1ccc(OC)c(OC)c1)C(=O)N(CC)CC (stereo unspecified)	-66%[inhibitor]
CC(=O)Nc1ccc2sn(-c3ccccc3)c(=O)c2c1	-79%[inhibitor]
CCc1ccc(NC(=O)Cn2c(=O)n(CCC(=O)NC3CCN(Cc4ccccc4)CC3)c(=O)c3ccccc32)cc1	-3%
O=C(NCCS(=O)(=O)NCc1ccccc1)c1ccc2c(c1)OCO2	5%
CCN(c1ccccc1)S(=O)(=O)c1nnc(NC(=O)c2ccco2)s1	7%
Cc1ccc(NC(=O)c2ccc3[nH]c(C)cc(=O)c3c2)c(C)c1	-8%
O=C(CC1N=C2c3ccccc3N=C(SCC(=O)Nc3ccccc3F)N2C1=O)NCc1ccc2c(c1)OCO2 (stereo unspecified)	-3%
Cc1ccc(S(=O)(=O)Nc2ccc(Cl)cc2)cc1NC(=O)Cn1cnc2c1c(=O)n(C)c(=O)n2C	14%
O=C(Nc1ccccc1N1CCN(c2ccccc2)CC1)c1ccccc1F	-4%
Cc1ccc(N2C(=O)C(CC(=O)Nc3ccccc3)N(CCC3=CCCCC3)C2=O)cc1 (stereo unspecified)	-5%
COc1ccc(OCC(O)CN2CCCCC2)cc1 (stereo unspecified)	2%
CCN(CC)c1ccc(NC(=O)C2CCN(S(=O)(=O)c3cnc[nH]3)CC2)c(C)c1	-4%
CCc1ccc(CN(Cc2ccco2)C(=O)c2ccc(C)cc2)cc1	4%
Cc1ccc(NC(=O)CCSCCc2ccccn2)cc1	-1%&-3%
CN(C)Cc1nnnn1-c1cccc(-n2nnnc2CN(C)C)c1	12%
Cn1c(COc2ccccc2C(C)(C)C)nc2ccccc21	5%
COc1ccc(NC(=O)CCn2c(=O)c3cccn3c3cccnc32)cc1Cl	1%
COc1c(C)cc(NS(=O)(=O)c2ccc3c(c2)OCCO3)cc1C	7%
The listing continues.
SMILES	aSyn tox rescue
Cc1ccc(N2CC(NC(=O)C3CC3)CC2=O)cc1 (stereo unspecified)	7%
Cc1n[nH]c(=S)n1-c1ccccc1	-2%
CCCOC(=O)c1ccc(NC(=O)c2cccc(S(=O)(=O)N3CCN(C(C)=O)CC3)c2)cc1	3%
CCc1ccc2nc(NC(=O)c3ccc(N4C(=O)CCC4=O)cc3)sc2c1	5%
COc1ccccc1NC(=O)C1CCN(C(=O)c2ccco2)CC1	2%
COC(=O)c1scc(-c2ccc(C)cc2)c1S(=O)(=O)N1CCN(c2ccc(C(C)=O)cc2)CC1	-5%
Clc1ccc(C(c2ccccc2)N2CCN(c3ccccn3)CC2)cc1 (stereo unspecified)	-3%
Cc1ccc(C)c(Cn2nc(-c3cc(C)ccc3C)ccc2=O)c1	?
CC(C)CN(CC(C)C)CC(O)Cn1cc(/C=C/C(=O)c2ccccc2)c2ccccc21 (stereo unspecified)	-3%
Cc1cc(C)c2nc(N(Cc3cccnc3)C(=O)CCS(=O)(=O)c3ccccc3)sc2c1	1%
COC(=O)c1ccc(Cl)cc1NC(=O)N1CC=C(c2c[nH]c3ccccc23)CC1	5%
O=C(NCc1ccccc1)c1ccc(CS(=O)(=O)c2c(Cl)cccc2Cl)o1	1%

14 of the compounds above, bar-delimited.
molecule | aSyn tox rescue
COc1ccc(NC(=O)CCn2c(=O)c3cccn3c3cccnc32)cc1Cl | 1%
COc1c(C)cc(NS(=O)(=O)c2ccc3c(c2)OCCO3)cc1C | 7%
Cc1ccc(N2CC(NC(=O)C3CC3)CC2=O)cc1 (stereo unspecified) | 7%
Cc1n[nH]c(=S)n1-c1ccccc1 | -2%
CCCOC(=O)c1ccc(NC(=O)c2cccc(S(=O)(=O)N3CCN(C(C)=O)CC3)c2)cc1 | 3%
CCc1ccc2nc(NC(=O)c3ccc(N4C(=O)CCC4=O)cc3)sc2c1 | 5%
COc1ccccc1NC(=O)C1CCN(C(=O)c2ccco2)CC1 | 2%
COC(=O)c1scc(-c2ccc(C)cc2)c1S(=O)(=O)N1CCN(c2ccc(C(C)=O)cc2)CC1 | -5%
Clc1ccc(C(c2ccccc2)N2CCN(c3ccccn3)CC2)cc1 (stereo unspecified) | -3%
Cc1ccc(C)c(Cn2nc(-c3cc(C)ccc3C)ccc2=O)c1 | ?
CC(C)CN(CC(C)C)CC(O)Cn1cc(/C=C/C(=O)c2ccccc2)c2ccccc21 (stereo unspecified) | -3%
Cc1cc(C)c2nc(N(Cc3cccnc3)C(=O)CCS(=O)(=O)c3ccccc3)sc2c1 | 1%
COC(=O)c1ccc(Cl)cc1NC(=O)N1CC=C(c2c[nH]c3ccccc23)CC1 | 5%
O=C(NCc1ccccc1)c1ccc(CS(=O)(=O)c2c(Cl)cccc2Cl)o1 | 1%

Continuation.
SMILES	aSyn tox rescue
O=C(OCc1cn([C@@H]2CN(C(=O)C3CCCCC3)[C@@H](c3ccc(Cl)cc3)C[C@H]2O)nn1)c1ccccc1	-6%
O=C(NCCCN1CCOCC1)/C(=C/c1cccnc1)NC(=O)c1ccccc1	-11%
COc1ccc(N(Cc2cccs2)C(=O)c2ccc(Br)o2)cc1	21%
CCN(CC)S(=O)(=O)c1ccc(C(=O)N2CCN(c3ncccn3)CC2)cc1	8%
COc1ccc(C(=O)OCc2c(C)noc2C)cc1	10%
CN(Cc1ccccc1)c1nnc(NC(=O)Nc2cccc(Br)c2)s1	-12%
COc1ccc(-n2c3c(cc(C(=O)NCc4ccco4)c2=O)C(=O)CC(C)(C)C3)cc1	-2%
Cc1ccccc1C(=O)NNC(=O)CCc1ccccc1	-8%
COc1ccc2nc(NC(=O)c3ccc(S(=O)(=O)N4CCC(C)CC4)cc3)sc2c1	0%
O=C(Nc1ccc(S(=O)(=O)N(Cc2ccccc2)c2ccccc2)cc1)c1ccc([N+](=O)[O-])cc1	-6%
O=C1CSC(=Nc2ccc(Cl)cc2)N1Cc1ccco1	-16%
CC(O)CNc1nc2c(c(=O)n(Cc3ccc(Cl)cc3)c(=O)n2C)n1C (stereo unspecified)	2%

2 records picked at random from those above:
SMILES	aSyn tox rescue
COc1ccc(N(Cc2cccs2)C(=O)c2ccc(Br)o2)cc1	21%
O=C(Nc1ccc(S(=O)(=O)N(Cc2ccccc2)c2ccccc2)cc1)c1ccc([N+](=O)[O-])cc1	-6%

(further entries)
SMILES	aSyn tox rescue
Cc1ccc(-n2ncc(C(=O)N(C)Cc3ccccc3)c2-n2cccc2)cc1	-2%
Cc1nc2ccccc2c(=O)n1-c1ccc(NS(=O)(=O)c2ccccc2)cc1	0%
CC(OC(=O)c1ccc(NS(=O)(=O)c2ccc3[nH]c(=O)[nH]c3c2)cc1)C(=O)Nc1cccc(Cl)c1Cl (stereo unspecified)	9%
Cn1c(=O)c2c(SCc3ccccn3)nc(CC(C)(C)C)nc2n(C)c1=O	3%
Cn1cnnc1Sc1ccc(C(F)(F)F)cc1[N+](=O)[O-]	6%
Cc1onc(-c2ccccc2)c1C(=O)OCC(=O)N(CC(C)C)c1c(N)n(Cc2ccccc2)c(=O)[nH]c1=O	-1%
Cc1ccc(C(=O)OCC(=O)N2C(C)CCCC2C)cc1S(=O)(=O)N1CCOCC1 (stereo unspecified)	1%
COc1ccc(Br)cc1CNC(=O)CCSCc1ccc(C)cc1	2%
COc1cccc2c(=O)n(CC(=O)N3CCCCC3)ccc12	5%
CCOC(=O)c1ccc(NC(=O)CC2C(=O)N(c3ccccc3)C(=O)N2C2CCCCC2)cc1 (stereo unspecified)	0%
CCc1ccc(S(=O)(=O)c2nnn3c2nc(NCc2cccs2)c2sccc23)cc1	23%
COc1ccc([C@H]2CN(CCc3ccccc3)C(=O)[C@@H]2CC(=O)Nc2ccccc2)cc1	-1%
Cc1ccc(S(=O)(=O)N2CCN(C(=O)CCC(=O)NCCc3ccc(F)cc3)CC2)cc1	-17%
COc1ccc(NC(=S)N(CCCN2CCOCC2)Cc2cn(C)c3ccccc23)cc1	1%
Cc1cc(C)cc(NC(=O)Cn2c(=O)c3ccccc3n3nncc23)c1	-6%
Clc1ccc(-c2nnc(N3CCOCC3)o2)cc1	-2%
CCOC(=O)COc1cccc2c(=O)n(CC(=O)N3CCN(C(=O)OCC)CC3)ccc12	2%
Cc1cc2oc(=O)cc(C)c2c2occ(-c3ccc(Cl)cc3)c12	-3%
CCOC(=O)C1CCN(S(=O)(=O)c2cc(Br)cc3c2N(C(=O)CC)CC3)CC1	-3%
CCOC(=O)N1CCC2(CC1)OC(=O)C(C)=C2C(=O)NCc1ccc(C)cc1	1%
Cc1ccc(NC(=O)CN(c2ccccc2)S(=O)(=O)N(C)C)cc1Cl	?
COc1ccccc1NS(=O)(=O)c1cc2c(cc1C)NC(=O)CO2	3%
COCOCCn1cc(CN2CCS(=O)(=O)N(Cc3ccc(-c4ccc(Cl)c(Cl)c4)cc3)C(C)C2=O)nn1 (stereo unspecified)	-1%
CCOc1ccc2nc(Cl)c(C3CC(c4ccc(C)cc4)=NN3C(=O)CCCC(=O)O)cc2c1 (stereo unspecified)	4%
CCOc1ccc(NC(=O)c2sc3nc4c(cc3c2N)CCCCCC4)cc1	-52%[inhibitor]
CC(C)[C@H](NC(=O)c1ccccc1F)C(=O)Nc1cccc(S(=O)(=O)N2CCOCC2)c1	-3%
COc1cccc(CN2C(=O)c3ccccc3C2C(=O)NCCc2ccccc2)c1 (stereo unspecified)	5%
Cc1ccc(CCNC(=O)CCS(=O)(=O)c2cc3c(cc2C)NC(=O)CO3)cc1	5%&-9%
COc1ccc(OC)c(NC(=O)Cc2ccc(NC3=NC4CS(=O)(=O)CC4S3)cc2)c1 (stereo unspecified)	-3%
CC(C)NC(=O)NC(=O)CSc1nnc(C(F)(F)F)n1C	-1%
Cc1ccc(NC(=O)C(C)OC(=O)CCC2CCCCC2)cc1 (stereo unspecified)	-49%[inhibitor]
O=C(CNC(=S)N(Cc1ccccc1)Cc1cccnc1)NC1CCCCC1	4%

Only part of the results is shown (hit frequency here may not be typical).
